Glyco luc inh – N-linked glycosylation inhibition; reporter increase, % at 12.5 µM; D54 ERlucT glycosylation luciferase reporter, 24 h; percent of 100 nM tunicamycin response; hit rate 0.23% among 360,000;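 active means mean luciferase reporter signal, scaled so untreated is 0 and the glycosylation-blocking control 100, at or above a set limit in every replicate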;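 further: luciferase carries N-glycosylation sites so blocking glycosylation raises the light; 0% = median of neutral control wells and 100% = median of 100 nM tunicamycin wells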
m5-HT2A agonist – activates the mouse 5-HT2A serotonin receptor | CHO-K1 mHTR2A beta-arrestin complementation, luminescence; percent of 30 µM serotonin response | hit rate 0.66% among 360,000 | activation, % at 7.6 µM | AID 624169 | P35363;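 active means activation above a run cutoff, the mean activation of all tested compounds plus 3 SD, cut at about 14% in these data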;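 further: 0% = plate median of compound wells and 100% = 30 µM serotonin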
Target sequence (P35363 whole entry, looked up): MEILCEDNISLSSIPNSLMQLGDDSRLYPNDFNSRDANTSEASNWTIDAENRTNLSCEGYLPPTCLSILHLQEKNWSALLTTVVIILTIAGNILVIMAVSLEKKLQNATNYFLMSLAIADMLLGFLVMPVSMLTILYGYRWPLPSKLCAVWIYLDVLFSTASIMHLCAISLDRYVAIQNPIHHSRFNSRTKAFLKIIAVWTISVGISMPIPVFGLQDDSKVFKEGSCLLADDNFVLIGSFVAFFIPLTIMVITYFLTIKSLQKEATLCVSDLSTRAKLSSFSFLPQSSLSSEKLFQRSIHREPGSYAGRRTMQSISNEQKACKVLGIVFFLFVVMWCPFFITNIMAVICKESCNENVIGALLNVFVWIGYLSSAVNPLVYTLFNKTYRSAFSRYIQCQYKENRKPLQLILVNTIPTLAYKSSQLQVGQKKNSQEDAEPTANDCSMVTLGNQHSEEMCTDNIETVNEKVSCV
ABCB6 inh 2 – inhibitors of human ABC transporter ABCB6 | AID 602162 | hit rate 0.19% among 360,000 | fluorescence ratio to DMSO, % at 10 µM | Q9NP58 | K562-ABCB6 porphyrin accumulation, flow cytometry, 1 h; hits give low values;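 active means fluorescence ratio to DMSO below 75%, the collection mean minus 3 SD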;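 further: signal is porphyrin accumulated inside mitochondria; 100% equals median channel fluorescence of DMSO control wells; lower ratio means ABCB6 inhibition with less porphyrin fluorescence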
PDI turbidity – inhibitors of human protein disulfide isomerase | hit rate 0.052% among 350,000 | PDI insulin aggregation turbidity, A650, 90 min | inhibition, % at 10 µM | P07237 | AID 588391;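 active means mean inhibition across replicates of 30% or more, whatever share of single replicates reach that level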;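 further: absorbance from insulin aggregation driven by PDI reduction with DTT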
Target sequence (P07237 whole entry, looked up): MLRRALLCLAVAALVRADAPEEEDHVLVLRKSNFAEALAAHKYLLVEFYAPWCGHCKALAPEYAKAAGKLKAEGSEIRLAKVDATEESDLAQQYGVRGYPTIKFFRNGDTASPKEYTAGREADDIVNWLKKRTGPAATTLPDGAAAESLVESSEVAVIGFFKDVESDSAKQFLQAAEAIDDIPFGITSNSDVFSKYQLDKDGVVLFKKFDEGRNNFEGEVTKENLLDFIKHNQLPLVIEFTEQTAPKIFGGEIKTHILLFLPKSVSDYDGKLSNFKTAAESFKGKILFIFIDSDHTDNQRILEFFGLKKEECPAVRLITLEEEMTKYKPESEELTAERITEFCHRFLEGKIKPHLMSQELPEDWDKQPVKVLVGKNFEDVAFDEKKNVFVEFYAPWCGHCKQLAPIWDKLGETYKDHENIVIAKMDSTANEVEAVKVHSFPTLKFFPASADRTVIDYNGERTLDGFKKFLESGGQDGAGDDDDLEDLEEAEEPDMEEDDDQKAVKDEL
Cardio protect – myocardial damage modulation in H9c2 cells | protection from H2O2 cell death, % at 20 µM | H9c2 cardiomyocytes, H2O2 injury protection, ATPLite, 2 h | hit rate 0.63% among 360,000;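 active means compounds giving at least 50% protection of heart cells from peroxide-induced death in the single-dose screen, raw or plate-pattern-corrected value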;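 further: 0% = DMSO wells with peroxide and 100% = DMSO wells without peroxide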
hiPSC survival – enhancers of human iPSC single-cell survival; hit rate 0.044% among 360,000; AID 602274; hiPSC single-cell survival, ATPlite luminescence; 100% = ROCK inhibitor wells, 0% = DMSO; survival enhancement, % at 20 µM; in the data active means survival enhancement above about 18%;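 further: cells exposed to compounds for 16 hours before the ATP read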
Vif inh – blocks HIV Vif function; hit rate 0.35% among 340,000; HEK293T cells, Vif self-association by quenched fluorescence, imaging, 24 h; AID 602346; inhibition, % at 7.49 µM; in the data active means inhibition above about 50%, passing the limit was not always enough; further: some results filed as inactive read as strong as hits
aDG glyco up – alpha-DG glycosylation activation; Pro5-aDG cells, alpha-DG glycosylation AlphaScreen (IIH6); 0% Pro5, 100% B10-LARGE cell signal; activation, % at 10 µM; hit rate 0.22% among 360,000;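 active means activation of at least 8% versus controls, or a plate z-score of at least 8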;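 further: Pro5 are CHO cells carrying HIG-tagged alpha-DG that lacks glycosylation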
CaV13 ICDI inh – Primary screen for inhibitors of IQ motif and Ca2+-dependent inactivation inhibitor domain binding in CACNA1D, Förster resonance energy transfer in living cells, … | HEK cells, CFP/YFP FRET ICDI-IQ, plate reader, 10 min; percent FRET-ratio fall versus neutral wells | inhibition, % at 12.3 µM | hit rate 0.098% among 340,000;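 active means mean replicate inhibition of at least 30% and at least 1% of replicates passing that level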;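 further: 0% = median of the neutral control wells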
Granule exo inh – blocks lytic granule exocytosis; TALL-104 LAMP-1 surface exposure, flow cytometry; cells stimulated with thapsigargin and PMA; inhibition, % at 10 µM; hit rate 0.66% among 360,000;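 active means inhibition above about 55%, limit read from the data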
Starred values were filed as active, the others as inactive; . = no result given.

SMILES	Glyco luc inh	m5-HT2A agonist	ABCB6 inh 2	PDI turbidity	Cardio protect	hiPSC survival	Vif inh	aDG glyco up	CaV13 ICDI inh	Granule exo inh
CCc1cc(C(=O)c2ccccc2)c(N)s1	-3	-5	90	11	-1	-0.4	-1	0.1	-2	10
O=C(CSc1nnc(C2CC2)n1C1CC1)c1ccccc1F	0	1	101	5	4	0.4	-1	-0.1	-5	-5
CCn1cc(S(=O)(=O)c2cccc(C)c2)c(=O)c2cc(F)c(N3CCN(C)CC3)cc21	3	-1	97	16	4	-0.2	3	-0.3	-5	3
Cc1nc(NC(=O)c2ccc(-c3cc4ccccc4oc3=O)cc2)ccc1Br	2	-16	96	-4	-10	-1.3	22	0.1	-7	-3
O=C(CNC(=O)c1cccc(F)c1)OCC(=O)N1CCN(C(=O)c2ccco2)CC1	2	3	96	1	-8	-0.9	-2	-0.1	-2	3
COCCNC(=O)C1(C)CCN(C(=O)c2ccc(F)c(C)c2)C1 (stereo not given)	0	7	102	-11	8	-1.7	14	-0.1	-16	-8
Nc1nc2c(ncn2[C@@H]2O[C@H](CNCc3ccc(Oc4cc(-n5cccn5)ncn4)cc3)[C@@H](O)[C@H]2O)c(=O)[nH]1	4	2	98	.	3	-0.1	.	0.2	-3	-2
COc1ccccc1NC(=O)CCCc1nnc2n(C)c(=O)c3sccc3n12	2	3	99	-8	6	-0.2	-4	0.0	-2	2
COc1ccccc1N1CCN(C(=O)/C=C/c2cccc([N+](=O)[O-])c2)CC1	-1	6	98	-6	5	1.4	0	0.0	-5	0
Cc1onc(-c2ccccc2)c1C(=O)N/N=C/c1ccccc1OC(C)C	-1	-1	99	-3	-8	-0.5	-4	0.1	-5	7
O=C(Nc1ccc(Cl)cc1)Nc1cnccn1	1	4	105	-1	3	1.0	-11	-0.2	-5	-8
CCCCN(C(=O)CCNC(=O)NC12CC3CC(CC(C3)C1)C2)c1c(N)n(CCC)c(=O)[nH]c1=O	-1	1	97	0	-4	0.6	5	5.1*	-12	-10
CC(C)[C@H](NC(=O)C1CCN(S(=O)(=O)c2ccc(F)cc2)CC1)C(=O)N1CCCCCC1	-1	-1	99	-4	3	-0.1	-2	2.5	-3	-1
CC(C)OCCCNC(=O)c1cn(C)c2ccc(S(=O)(=O)N3CCCC3)cc2c1=O	0	2	104	-6	-1	-0.5	16	-0.3	-3	1
CC1=Nc2cc([N+](=O)[O-])ccc2NC(C)(C)C1	1	-3	110	2	9	-0.3	-3	-0.2	-15	-3
O=C1N[C@@H](Cc2ccccc2)C(=O)N1CCN1CCOCC1	4	-5	48*	-1	5	-1.8	1	-0.1	-8	-1
Cc1ccc(Cn2cc(/C=C/C(=O)O)c(-c3ccccc3)n2)cc1	3	2	100	20	0	-2.2	3	0.0	-5	-2
CN(C)C(CNC(=S)Nc1ccccc1Cl)c1cccnc1 (stereo not given)	-1	2	88	-1	2	-0.2	7	0.4	-3	-1
COc1ccc(C[C@@H]2CN3C(=NC[C@@H]3C)N2C[C@H](C)NC(=O)CCC2CCCCC2)cc1	0	-8	99	5	-2	-1.6	0	-0.2	-11	1
Cc1c(C)c2ccc(OC(C)C(=O)N3CC[C@@]4(O)CCCC[C@H]4C3)c(C)c2oc1=O (stereo not given in full)	3	-2	93	.	2	0.5	0	0.0	.	-3

Three of the entries above in order of the PDI turbidity value, rising.
smiles,PDI turbidity
CN(C)C(CNC(=S)Nc1ccccc1Cl)c1cccnc1 (stereo not given),-1
CCCCN(C(=O)CCNC(=O)NC12CC3CC(CC(C3)C1)C2)c1c(N)n(CCC)c(=O)[nH]c1=O,0
O=C(CNC(=O)c1cccc(F)c1)OCC(=O)N1CCN(C(=O)c2ccco2)CC1,1

The listing continues.
SMILES	Glyco luc inh	m5-HT2A agonist	ABCB6 inh 2	PDI turbidity	Cardio protect	hiPSC survival	Vif inh	aDG glyco up	CaV13 ICDI inh	Granule exo inh
CC1(C)Cc2cccc(OC(=O)NCCc3ccc(F)cc3)c2O1	.	-3	98	.	.	-0.3	.	-0.1	-7	-2
COc1ccc(-c2cc(C(F)(F)F)nc(SCc3cccc(C(=O)O)c3)n2)cc1	7	1	102	2	-3	-0.6	5	1.6	-7	-1
COc1cc(C(=O)NCC(c2cccs2)N(C)C)cc(Cl)c1OC(C)C (stereo not given)	-6	-8	99	7	-5	0.9	-15	0.7	-3	3
COc1ccc(-n2c(=O)c3c4c(sc3n(CC(=O)NCC3CCCO3)c2=O)CN(C(C)=O)CC4)cc1OC (stereo not given)	4	2	91	-2	8	16	6	-0.2	-10	-2
Cc1ccc(NC2c3ncccc3C(=O)N2Cc2ccc(F)cc2)cc1 (stereo not given)	-3	-6	98	5	-2	-0.6	.	0.0	-6	3
Cc1ccc(C)c(N2N=C(C(=O)N(CC(C)C)c3c(N)n(Cc4ccccc4)c(=O)[nH]c3=O)CCC2=O)c1	2	-3	106	8	6	-0.3	1	-0.3	-11	0
Cc1ccc(S(=O)(=O)N2CCCOC2CNC(=O)C(=O)NCc2cccnc2)cc1 (stereo not given)	2	1	98	0	4	-0.1	5	-0.1	-5	2
CSc1nsc(/C=C/Nc2ccc(C)cc2)c1C#N	-1	3	.	-12	-10	3.3	21	0.2	.	2
O=C(Nc1ccc(-c2csc(Nc3ccc(Cl)cc3)n2)cc1)c1ccccc1	-3	-1	99	13	-9	-4.2	8	0.0	-6	-1
O=C(O)/C=C\C(=O)N1CCc2ccccc21	1	-2	86	-6	5	-0.1	-5	-0.1	-4	-3
CCCN(C)C1CN(Cc2cn(Cc3cccc(Cl)c3)nn2)S(=O)(=O)C1 (stereo not given)	.	2	91	.	.	0.0	.	-0.3	-7	0
NC(=O)CSc1oc(-c2ccco2)nc1S(=O)(=O)c1ccc(Cl)cc1	0	10	102	-4	-2	-0.2	11	0.0	.	-7
Cc1ccc(-n2nnnc2SCC(=O)NCC2(N3CCCCC3)CCCCC2)c(C)c1	-4	-5	95	4	-2	-0.3	-9	0.1	-5	2
CC(=O)Cc1nsc(NC(=O)c2csc3c2CCCC3)n1	3	4	95	8	8	-1.9	-1	0.0	-4	5
Cc1cc(-c2ccccc2C(=O)NCc2ccccc2)on1	0	5	93	-1	-8	2.1	17	-0.4	-4	11
COC(=O)C1=C(C)N(C2CCCC2)C(=O)C1(NC(C)=O)C(F)(F)F (stereo not given)	1	-1	100	-1	-2	1.5	-6	-0.1	.	-2
COc1cc(NC(=O)CN(C)S(=O)(=O)c2ccc(C)cc2)cc(OC)c1	-2	-4	123	-2	-21	0.5	-15	0.1	-5	1
COc1ccc(-c2cc(C(=O)NCc3cccc(C(F)(F)F)c3)[nH]n2)c(C)c1	2	-4	101	2	-7	1.1	.	-0.1	-7	-2
Cc1ccc(S(=O)(=O)N(CC(O)CN2CCOCC2)c2cccc([N+](=O)[O-])c2)cc1 (stereo not given)	-4	-6	92	-1	2	0.1	-6	0.2	-15	15
NC(=O)C1CCN(C(=O)C2CCC(=O)N(Cc3ccc(Cl)cc3)C2)CC1 (stereo not given)	0	-4	93	0	-6	-0.3	1	0.0	-6	1

(further entries)
SMILES	Glyco luc inh	m5-HT2A agonist	ABCB6 inh 2	PDI turbidity	Cardio protect	hiPSC survival	Vif inh	aDG glyco up	CaV13 ICDI inh	Granule exo inh
O=C(CSc1nc2c(c(C(F)(F)F)n1)CCc1ccccc1-2)NCc1ccco1	0	-4	95	1	7	0.9	3	0.8	.	-2
CCCCn1nnnc1C(c1cc2ccccc2o1)N(C)Cc1ccc(Cl)c(Cl)c1 (stereo not given)	.	-6	103	.	.	-0.3	.	0.1	-5	-10
CCOc1cccc(-n2nnnc2-c2ccc(OC)cc2)c1	11	-2	92	-6	3	-1.9	20	-0.3	.	2
COc1c(Cl)cc(Cl)cc1C(=O)Nc1ccc(NC(=O)c2cccs2)cc1	-5	3	98	-2	43	2.2	-2	1.1	.	-3
CC(C)Cc1nnc(NC(=O)CCC(=O)NC2CCCC2)s1	4	1	94	-6	-2	-0.5	-5	0.0	-7	-6
O=C(Cn1cc2c(n1)CCCCC2)NCc1ccccn1	3	3	105	.	-22	0.5	-2	0.1	8	2
Cc1ccc(C)c(Oc2cc(NC(=O)CCCn3nc(C)c([N+](=O)[O-])c3C)cc([N+](=O)[O-])c2)c1	-9	-1	91	1	-18	0.0	-12	4.1	-4	16
O=C(NCCn1ccc2ccccc21)c1ccc(S(=O)(=O)N2CCCCC2)cc1	-2	-2	101	.	-5	0.7	.	0.0	-3	-2
Cc1cc(=O)oc2c(CN3CCCCC3)c(O)c(Cl)cc12	2	3	107	-4	3	-1.0	-3	-0.5	-4	-2
Cc1cc(Cl)ccc1OCC(=O)NCC(c1cccs1)N1CCOCC1 (stereo not given)	-5	3	97	11	-5	1.2	-5	0.4	-4	3
COc1cc(C(=O)NC2CCCc3ccccc32)cc(OC)c1C (stereo not given)	-3	0	99	-3	-3	0.7	6	-0.2	-7	0
Cn1c(-c2ccccc2Br)n[nH]c1=S	2	6	93	6	-9	-3.2	12	0.5	.	-1
COc1cc2c(-c3cc(F)cc(F)c3)c(-c3ccsc3)oc(=O)c2cc1OC	-2	4	96	10	3	1.6	-3	-0.1	-10	33
COc1ccc(-c2[nH]ncc2/C=N\NC(=O)c2ccc(C(C)(C)C)cc2)cc1OC	0	7	100	0	-1	0.0	-9	-0.3	-5	5
CCc1ccc(NC(=O)NCCN2CCc3ccccc3C2)cc1	4	4	91	-10	6	-0.3	5	0.2	.	0
O=C(N/N=C\c1cc(Br)ccc1O)c1ccc(S(=O)(=O)N2CCCCC2)cc1	-11	-2	98	4	44	-0.6	.	0.7	-6	-3
CCn1c(=O)cc(SCC(=O)NCc2ccco2)c2ccccc21	25	1	94	7	-3	-1.7	2	0.0	-3	-2
Oc1ccc(N2CCN(C(=S)NCCc3ccccc3)CC2)cc1	-2	-3	105	-6	-4	-1.5	-2	-0.2	-5	0
CN(C(=O)c1cccc(NC(=O)Cc2ccc(NC(=O)C3CCN(C(=O)C4CCC4)CC3)cc2)c1)C1CCCC1	-1	-1	99	-4	-3	-0.3	-2	-0.2	-3	-4
CC(=O)Nc1nnc(SCC(=O)Nc2ccc(N3CCOCC3)c(Cl)c2)s1	1	-4	95	-4	-3	0.5	-7	-0.2	-5	-7

(cont.)
SMILES	Glyco luc inh	m5-HT2A agonist	ABCB6 inh 2	PDI turbidity	Cardio protect	hiPSC survival	Vif inh	aDG glyco up	CaV13 ICDI inh	Granule exo inh
O=C(CN1CCN(c2ccccc2F)CC1)c1ccc(O)cc1O	2	-8	99	3	0	-0.5	2	-0.1	-14	0
CCc1ccc(S(=O)(=O)Nc2cc3c(cc2C)n(C)c(=O)n3C)cc1	46*	0	103	2	-10	-0.2	-26	6.0	-7	0
COc1ccc(-n2ncc3c(NCc4cccnc4)ncnc32)cc1	-8	0	97	6	-11	-0.5	-5	0.3	-5	2
Oc1ccc(C2N=C(c3ccccc3)NC(c3ccccc3)=N2)cc1	-2	-1	101	5	0	1.2	1	0.0	-7	1
COc1cccc(OC)c1C(=O)n1nc(C)cc1C	2	1	93	8	0	0.5	-10	-0.4	-5	0
O=C(CSc1nnc(-c2ccc(Cl)cc2)o1)N1CCOCC1	0	6	98	-38	-3	-0.6	1	-0.1	-2	-5
Cc1c(Cl)cccc1NC(=S)N(CCCN1CCOCC1)Cc1cccs1	0	-4	101	7	-2	0.4	-10	0.3	-3	0
NC(=O)c1ccc(NCCc2cccs2)cc1	-1	-3	104	.	2	0.4	6	-0.5	-11	1

Screening results as filed in PubChem BioAssay.
